# Source: PubChem (National Center for Advancing Translational Sciences (NCATS))
# PGK inhibitor = T. brucei PGK inhibition | P07378 | PGK/GAPDH coupled, Kinase-Glo luminescence, 60 min | Potency, µM (titrated, usually from 57.5 µM), for inactives: at the top dose activity change, negative = inhibition, hits mostly inhibitors | 380,000 compounds, 0.043% hits; further: potency means the concentration at half of the fitted maximal effect; on the % scale 0 is the no-effect control and ±100 the full control effect; nearly all actives have a fitted effect of over 60% in size
#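 Luminescent ATP detection (Kinase-Glo Plus) follows a 60-minute room-temperature incubation, with wells lacking PGK as controls. Buffer: 100 mM TEA (pH 7.6), 5 mM MgCl2, 0.01% Tween-20. Coupling enzyme GAPDH (100 nM final) supplies unstable 1,3-BPG in-well.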
# PI4K2A block = inhibitors of human PI4K2A; purified PI4K2A, ADP-Glo luminescence, 1 h; stronger effect = lower value; activity change, negative = inhibition, % at 76.9 µM; Q9BTU6; 420,000 compounds, 0.13% hits; in the data active means activity change below about -50%; inconclusive means mostly about -30% to -49%;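 further: -100% = wells without enzyme as full effect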
# Target sequence (Q9BTU6 whole entry, looked up): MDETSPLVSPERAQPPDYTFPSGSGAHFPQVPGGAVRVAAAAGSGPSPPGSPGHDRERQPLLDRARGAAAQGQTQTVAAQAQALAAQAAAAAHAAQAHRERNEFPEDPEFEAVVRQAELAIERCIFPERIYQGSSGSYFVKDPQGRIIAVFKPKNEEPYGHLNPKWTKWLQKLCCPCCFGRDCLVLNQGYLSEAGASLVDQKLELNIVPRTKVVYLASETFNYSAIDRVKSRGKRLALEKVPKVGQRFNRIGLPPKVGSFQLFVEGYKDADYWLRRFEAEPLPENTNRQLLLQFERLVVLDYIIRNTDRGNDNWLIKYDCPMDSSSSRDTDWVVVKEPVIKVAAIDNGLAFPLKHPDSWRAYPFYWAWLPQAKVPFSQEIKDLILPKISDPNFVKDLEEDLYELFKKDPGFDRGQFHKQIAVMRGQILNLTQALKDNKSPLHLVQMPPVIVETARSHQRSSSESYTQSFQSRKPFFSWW
#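 PI4K2A activity was measured by ADP-Glo luminescence: enzyme (4 ug/mL stock) and phosphatidylinositol (1.2 mM stock) in Tris pH 7.5/MgCl2/EGTA/Triton X-100 buffer were reacted with ATP (300 microM stock) for one hour at ambient temperature.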
# USP1 inh = USP1/UAF1 (human) deubiquitinase inhibition. 390,000 compounds, 0.23% hits. Potency, µM (highest dose often 57.1 µM), without a hit: at the highest dose activity change, negative = inhibition, usual class: inhibitors. AID 743255. recombinant USP1/UAF1, Ub-Rhodamine cleavage fluorescence. O94782; further: potency means the concentration at half of the fitted maximal effect; on the % scale 0 is the no-effect control and ±100 the full control effect; nearly all actives have a fitted effect of over 60% in size; inactives centre near -12
#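 Step one: compound is pinned into 1nM USP1/UAF1 in HEPES pH 7.8 buffer with TCEP. Step two: 15 min room-temperature incubation. Step three: Ub-Rho (150nM final) starts cleavage, tracked by fluorescence over six one-minute reads.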
# TrxR1 inh = inhibitors of rat thioredoxin reductase 1 | Potency, µM (highest dose often 114 µM), without a hit: at the top dose activity change, negative = inhibition, actives largely listed as inhibitors | O89049 | recombinant rTrxR1, NADPH fluorescence consumption, selenite substrate | 390,000 compounds, 1% hits; further: potency means the concentration at half of the fitted maximal effect; on the % scale 0 is the no-effect control and ±100 the full control effect; nearly all actives have a fitted effect of over 65% in size
#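 Rat TrxR1 (90 nM in the dispensed reagent) was pre-reduced with 400 uM NADPH for 5 min at room temperature, then incubated with compound for 15 min. After 400 uM selenite was added, NADPH fluorescence (Ex 340/Em 450 nm) was followed for 8 min.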
# mIDH1 inhibitor = human IDH1 R132H inhibition | AID 602179 | Potency, µM (top dose mostly 76.6 µM), for the others: at the top dose activity change, negative = inhibition, usual class: inhibitors | IDH1-R132H enzyme, NADPH consumption, diaphorase/resazurin fluorescence | 390,000 compounds, 0.093% hits; further: potency means the concentration at half of the fitted maximal effect; on the % scale 0 is the no-effect control and ±100 the full control effect; nearly all actives have a fitted effect of over 65% in size
# Target sequence (O75874 whole entry R132H, stated change not applied): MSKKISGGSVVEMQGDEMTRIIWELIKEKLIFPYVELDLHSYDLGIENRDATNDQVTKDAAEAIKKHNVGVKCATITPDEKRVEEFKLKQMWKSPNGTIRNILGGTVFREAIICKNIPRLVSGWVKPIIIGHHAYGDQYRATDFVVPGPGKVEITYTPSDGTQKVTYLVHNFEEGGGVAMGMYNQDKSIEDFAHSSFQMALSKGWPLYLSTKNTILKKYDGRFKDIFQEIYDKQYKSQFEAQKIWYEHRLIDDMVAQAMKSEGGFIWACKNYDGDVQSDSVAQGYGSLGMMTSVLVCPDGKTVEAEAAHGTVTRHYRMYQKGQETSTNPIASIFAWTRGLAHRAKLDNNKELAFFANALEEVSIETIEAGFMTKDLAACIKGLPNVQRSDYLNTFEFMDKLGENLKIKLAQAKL
#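 IDH1-R132H (0.5 ug/mL) preincubated 30 min with compound, then NADPH (0.016 mM) and alpha-KG (2 mM) added; 80 min at RT, pH 7.5. Remaining NADPH coupled via diaphorase/resazurin to fluorescence (540/590 nm); concentration-response curves normalized to no-enzyme control.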
# Pin1 inhibitor = blocks the human prolyl isomerase Pin1; Pin1 FP peptide displacement, HiFluor488, 10 min; Potency, µM (top dose mostly 115 µM), for the others: at the top dose activity, negative = inhibition, actives largely listed as inhibitors; 390,000 compounds, 0.009% hits; AID 504891; active means well fitted inhibition curve with a large enough effect in the polarisation, with a control signal flat, not every such curve was filed as active; inconclusive means small, poorly fitted or top-dose-only effect, or effect the other way, or a change in a side signal; inactive means no such curve, though single readings can be large or run the other way; the % refers to the polarisation; further: potency means the concentration at half of the fitted maximal effect; on the % scale 0 is the no-effect control and ±100 the full control effect
# Target sequence (Q13526 whole entry, looked up): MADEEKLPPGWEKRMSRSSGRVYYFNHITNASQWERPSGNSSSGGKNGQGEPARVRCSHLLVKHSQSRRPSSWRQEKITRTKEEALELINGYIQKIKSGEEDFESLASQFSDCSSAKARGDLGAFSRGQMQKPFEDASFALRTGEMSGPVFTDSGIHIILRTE
# HP1b chromo inh = inhibitors of HP1-beta chromodomain binding to methylated histone tails; AID 540317; AlphaScreen HP1-beta / biotin-H3K9me3 peptide binding; 390,000 compounds, 0.56% hits; Potency, µM (doses to about 114 µM), for inactives: at the top dose activity change, negative = inhibition, usual class: inhibitors; P83916; further: potency means the concentration at half of the fitted maximal effect; nearly all actives have a fitted effect of over 70% in size; inactives centre near 23
#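 Compound inhibition of the preformed complex between 50 nM HP1-beta and 50 nM biotinylated H3K9me3 peptide was read by AlphaScreen. Buffer was PBS pH 7.4 with 0.01% Tween-20. Incubations ran 30 min at room temperature, with 10 ug/mL donor/acceptor beads.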
# GLS inhibitor = glutaminase GLS (human) inhibition; 410,000 compounds, 0.21% hits; GLS enzymatic activity, qHTS titration; Potency, µM (doses to about 45.5 µM), for the others: at the top dose activity change, negative = inhibition, usual class: inhibitors; O94925; further: potency means the concentration at half of the fitted maximal effect; on the % scale 0 is the no-effect control and ±100 the full control effect
#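 Enzyme dispensed in phosphate buffer (45 mM, pH 8.2, 0.02% Tween-20), compounds pinned in, then 1 mM L-glutamine solution and the glutamate oxidase–HRP–Amplex Red mix added; fluorescence read immediately and again after 30 min at room temperature.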
# TrxR1 substrate = substrates of rat thioredoxin reductase 1. Potency, µM (highest dose often 114 µM), for inactives: at the top dose activity change, negative = substrate turnover. 390,000 compounds, 0.01% hits. purified TrxR1 substrate turnover, NADPH consumption readout. O89049. AID 588456; further: potency means the concentration at half of the fitted maximal effect; on the % scale 0 is the no-effect control and ±100 the full control effect; nearly all actives have a fitted effect of over 50% in size
#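 Rat TrxR1, dispensed at 90 nM, was prereduced with 400 uM NADPH (final) for 5 min at ~22 deg C, then incubated with compound 15 min before 400 uM selenite. A first-read NADPH fluorescence drop versus no-compound background flagged substrates.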
# Active calls of the source: *; i = inactive; u = inconclusive; x = no result given; [ ] = another dose, or the depositor's remark. Unless noted, the call rests on the fitted dose curve; in most records, active means well fitted curve in the direction sought with a large enough effect; inconclusive means small, poorly fitted or top-dose-only effect, or another doubt; inactive means no such curve, though single readings can be large; an effect the other way counts as inactive or inconclusive.
SMILES,PGK inhibitor,PI4K2A block,USP1 inh,TrxR1 inh,mIDH1 inhibitor,Pin1 inhibitor,HP1b chromo inh,GLS inhibitor,TrxR1 substrate
Cc1nc(C)c(-c2csc(NCc3ccccc3)n2)s1,-8.2%,10.3,-4.3%,31.5%[57.1 µM],-3.2%,2.4%,u,0.8%,3.9%[57.1 µM]
CCOC(=O)N1CCN(Cc2nc(Cc3cccc(F)c3)no2)CC1,4.4%,2.8,0.7%,12.6%[57.1 µM],5.6%,0.0%,20.5%,-3.0%,10.0%[57.1 µM]
O=C(Cn1cncn1)N/N=C/c1cccnc1,-8.7%,1.2,-4.9%,6.4%[57.1 µM],-0.2%,4.0%,11.0%,3.1%,8.4%[57.1 µM]
COc1ccc(C2=CC(=O)C[C@H](c3ccc(F)cc3)C2)cc1F,-5.6%,-3.9,-19.6%,21.0%,-2.1%,-3.1%,16.3%,-2.1%,0.5%
Cc1c(C(=O)NCc2ccco2)sc2nc(-c3ccccc3)cn12,7.4%,3.0,-7.7%,-2.7%[57.1 µM],-3.8%,1.8%,-9.3%,0.3%,3.3%[57.1 µM]
Cc1ccc(CCNC(=O)c2ccc3c(c2)N(Cc2ccc(F)cc2)CCS3)cc1,4.9%,2.0,-15.2%,47.5%[activator],-2.6%,7.6%,25.1%,2.5%,51.1%[activator]
Cc1cc(NS(=O)(=O)c2ccc(NC(=O)c3ccc([N+](=O)[O-])cc3)cc2)nc(C)n1,-0.1%,-2.7,-22.3%,x,-0.9%,x,x,0.4%,x
Cc1ccc(N(CC(=O)NCC2CCCO2)C(=O)CCC(=O)Nc2nccs2)cc1 (configuration not stated),-9.4%,0.8,4.4%,6.6%,22.4%,-10.2%,4.0%,6.5%,1.1%
CC(=O)Nc1cc(F)c2c(c1F)Cc1cc(F)ccc1-2,-7.3%,1.3,-9.3%,6.9%[57.1 µM],3.6%,-0.2%,15.1%[57 µM],0.9%,9.1%[57.1 µM]
CS(=O)(=O)NCCc1csc2nc(-c3ccccc3)nn12,-4.4%,0.1,0.8%,8.7%[57.1 µM],11.4%,-1.8%,57.1%[activator],5.7%,3.7%[57.1 µM]
CCOC(=O)C1CCCN(S(=O)(=O)c2ccc3c(c2)N(C(C)=O)CCO3)C1 (configuration not stated),-7.5%,-10.8,-16.5%,8.7%,0.0%,-9.9%,53.0%[activator],-9.8%,8.2%
O=C(/C(=C(/[O-])c1ccccc1)[n+]1ccccc1)c1ccc([N+](=O)[O-])cc1,-5.4%,2.0,-15.6%,-23.3%,5.4%,9.2%,19.9%,-11.0%,-11.8%
Cc1onc(-c2ccccc2)c1C(=O)NNC(=S)NC(=O)c1ccc(Cl)cc1Cl,3.7%,-5.4,-15.1%,u,1.1%,2.3%,-22.3%,6.3%,-11.8%
CCOn1c(-n2nc(C)cc2C)nc2ccccc2c1=O,-0.3%,-4.8,-15.7%,-2.6%,5.9%,-2.6%,30.2%,0.2%,4.2%[57.1 µM]
O=C(Nc1ccccc1)Nc1cc(OCC(F)(F)F)cc(OCC(F)(F)F)c1,i,1.3,-23.3%,17.1%[57.1 µM],0.2%,1.4%,35.5%,3.0%,-27.2%[57.1 µM]

# Compound profiles (already shown).
# Shown for CCOn1c(-n2nc(C)cc2C)nc2ccccc2c1=O = PGK inhibitor: -0.3%; PI4K2A block: -4.8; USP1 inh: -15.7%; TrxR1 inh: -2.6%; mIDH1 inhibitor: 5.9%; Pin1 inhibitor: -2.6%; HP1b chromo inh: 30.2%; GLS inhibitor: 0.2%; TrxR1 substrate: 4.2%[57.1 µM]
# Shown for CCOC(=O)N1CCN(Cc2nc(Cc3cccc(F)c3)no2)CC1 = PGK inhibitor: 4.4%; PI4K2A block: 2.8; USP1 inh: 0.7%; TrxR1 inh: 12.6%[57.1 µM]; mIDH1 inhibitor: 5.6%; Pin1 inhibitor: 0.0%; HP1b chromo inh: 20.5%; GLS inhibitor: -3.0%; TrxR1 substrate: 10.0%[57.1 µM]

# (next part)
SMILES,PGK inhibitor,PI4K2A block,USP1 inh,TrxR1 inh,mIDH1 inhibitor,Pin1 inhibitor,HP1b chromo inh,GLS inhibitor,TrxR1 substrate
CCOC(=O)c1ccccc1NC(=O)N1CCN2CCCCC2C1 (configuration not stated),-7.4%,1.1,-6.1%,7.1%,19.3%,-15.7%,24.0%,4.6%,7.7%
CN(c1ccccc1)S(=O)(=O)c1ccc(Cl)nc1,-0.1%,2.1,u,29.6%[57.1 µM],12.7%,-7.8%,37.7%,1.2%,7.6%[57.1 µM]
CN(c1ccc(C(=O)Nc2ccccc2Sc2ccccc2)cc1)S(C)(=O)=O,-5.6%,0.4,-21.9%,6.4%[57.1 µM],14.1%,12.4%,45.9%,-5.2%,-8.2%[57.1 µM]
COc1ccc(S(=O)(=O)NC(CC(=O)N2CCc3ccccc32)c2ccco2)cc1 (configuration not stated),-6.4%,11.1,-13.0%,11.3%[57.1 µM],2.1%,1.8%,4.3%,-7.2%,4.2%[57.1 µM]
Cc1cc(CCC(=O)O)c(C)cc1CCC(=O)O,i,7.5,-8.7%,-10.8%,8.3%,-7.0%,34.9%,-1.0%,-4.9%
CC(=O)Nc1ccc(C2NC(=O)c3ccccc3O2)cc1 (configuration not stated),-3.9%,4.9,-18.1%,-5.5%,8.8%,-2.4%,6.1%,-20.0%,-1.8%
CC(C)c1ccc(NC(=O)C(c2ccccc2)N(Cc2ccco2)C(=O)CC2NC(=O)NC2=O)cc1 (configuration not stated),9.6%,8.2,-10.1%,28.7%[57.1 µM],u,4.8%,-8.0%,4.8%,8.5%[57.1 µM]
C[C@H](CO)N1C[C@H](C)[C@@H](CN(C)C)Oc2c(NS(=O)(=O)c3ccccc3)cccc2C1=O,-0.5%,6.4,-12.2%,5.5%,12.0%,-6.4%,29.0%,-0.8%,-1.7%
Cc1cccc(NC(=O)c2cc(S(=O)(=O)NCc3ccc4c(c3)OCO4)ccc2F)c1C,-3.5%,-2.1,-2.5%,10.1%[57.1 µM],-3.1%,2.1%,19.6%,2.9%,-3.2%[57.1 µM]
CN(C1CCCCC1)S(=O)(=O)c1ccc2c(c1)c(=O)c(C(=O)NCc1ccccc1Cl)cn2C,5.7%,1.9,-14.6%,52.2%[activator],-10.4%,-1.9%,26.3%,-5.0%,15.8%
O=C(c1ccc(N2C(=O)c3ccccc3C2=O)cc1)N1CCCCC1,-7.3%,-4.0,-21.1%,25.9%,-2.9%,-5.2%,20.2%,1.2%,13.5%
Cc1c2c(cc3c1[nH]c1ccccc13)C=NCC2,-10.6%,-2.6,u,-5.9%[2.29 µM],-7.5%,u,10.7%[57 µM],0.2%,-4.7%[2.29 µM]
Cc1cc(C)c(NC(=O)c2oc3c(c2C)-c2[nH]ncc2CC3)c(C)c1,i,3.5,u,13.3%,-6.4%,-0.7%,28.7%,5.1%,2.7%
O=C(Cn1[nH]c(=O)c2ccccc2c1=O)OCC(=O)c1ccc(Br)cc1,2.7%,-1.9,-6.0%,-1.5%[57.1 µM],-0.5%,4.3%,4.6%,-3.1%,-2.3%[57.1 µM]
COc1ccc(NC(=O)CCC(=O)c2cccs2)cc1Cl,-1.7%,3.6,-22.0%,26.3%,0.0%,u,58.0%[activator],-5.8%,6.5%
Cc1cc2cc(CN(CC3CCCO3)C(=S)Nc3ccccc3)c(=O)[nH]c2cc1C (configuration not stated),-14.7%,8.7,-18.2%,-14.0%,3.3%,11.5%,15.0%,-1.6%,0.3%
N#Cc1c(N)nc2c(c1N)CC(CCl)O2 (configuration not stated),-0.1%,251.8,-12.1%,9.7%[57.1 µM],3.3%,-11.3%,9.8%,-11.7%,8.4%[57.1 µM]
CC[C@@]12C(=O)N(c3cccc(F)c3)C(=O)N1[C@H](c1ccc(OC)cc1)[C@@H]1C(=O)N(C(C)(C)C)C(=O)[C@@H]12,5.3%,0.8,-2.1%,12.2%[57.1 µM],-9.2%,-15.3%,34.4%,-0.9%,6.3%[57.1 µM]
C/C(=N\NC(=O)c1ccc(O)cc1O)c1cccnc1,-1.8%,-3.6,-17.8%,17.2%,-10.6%,-3.6%,18.0%,-2.6%,-2.9%
CCOc1ncccc1C(=O)NNC(=O)c1ccc(NS(=O)(=O)c2cccs2)cc1,-1.9%,-4.3,1.1%,-11.7%,-0.1%,-3.0%,39.3%[activator],-7.6%,-11.8%
COc1ccc(Cn2nnnc2C(CC(C)C)N2CCC(C(N)=O)CC2)cc1 (configuration not stated),i,0.3,-0.3%,23.8%[57.1 µM],8.9%,-3.9%,37.7%[activator],-6.4%,-18.5%[57.1 µM]
N#CC(C#N)=C1c2cc(S(=O)(=O)NCCO)ccc2-c2ccc(S(=O)(=O)NCCO)cc21,8.6%,-3.0,u,3.55µM*,7.7%,2.2%,65.9%[activator],4.1%,2.1%
O=c1[nH]c2ccc(NCc3ccc(-c4ccccc4F)o3)cc2[nH]1,-1.1%,-0.7,-20.5%,15.4%,22.2%,2.4%,27.9%,0.0%,1.4%

# A portion of the library; count on the stated rates, not on these rows.
